Screens: PubChem BioAssay, Sanford-Burnham Center for Chemical Genomics
UPR CHOP act – activators of apoptotic CHOP UPR arm, primary screen, cell-based, CHO-CHOP luciferase reporter, luminescence, uHTS | activation, % at 10 µM | UPR activation; percent of tunicamycin response over DMSO baseline | AID 449763, 2010 | 330,000 compounds, 0.34% hits;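 active = at 10 µM dose, activation of 40% or more, normalized to positive control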;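 note: 100% = tunicamycin at 10 µg/mL and 0% = DMSO alone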
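Assay system: CHO-CHOP cells, stable luciferase reporter of PERK-eIF2a-CHOP signalling / Buffer or medium: F12 plus 10% serum / Compound dosing: one dose, 10 µM in 0.5% DMSO / Times: 6 h compound treatment, 37 °C / Technique: luciferase luminescence / Read-out: % reporter activation, DMSO baseline versus tunicamycin full activation / Benchmarks: tunicamycin and DMSO controls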
CCR6 antag – CCR6 receptor antagonists, primary screen, cell-based, CHO-K1, luminescence, beta-arrestin, uHTS. CHO-K1 CCR6 PathHunter beta-arrestin, CCL20-stimulated. inhibition, % at 20 µM. 340,000 compounds, 0.49% hits;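 active = compounds whose inhibition of the agonist-driven luminescence signal at 20 µM reaches about 50%, limit read from the data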;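 note: cells stimulated with CCL20 at 14 nM final; plate controls were DMSO with CCL20 for no effect and DMSO without agonist for full effect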
APJ agonist – agonists of human apelin receptor APJ, primary screen, CHO-K1 cells, PathHunter beta-arrestin, luminescence; 0% DMSO wells, 100% apelin; 330,000 compounds, 0.11% hits; activation, % at 20 µM; P35414; AID 2520, 2010;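 active = activation more than six SD over the plate average, tested at 20 µM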;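 note: 0% = DMSO alone and 100% = apelin-13 at 10 nM; some results filed as inactive read as strong as hits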
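system = engineered CHO-K1 APJ arrestin reporter cells | input = 1000 cells per well | timing = overnight seeding, 90 min compound at 25 °C, 1 h detection | measured by = enzyme-fragment complementation luminescence | read-out = beta-arrestin recruitment to APJ as agonist activity, luminescent signal | control set = negative DMSO alone, positive Apelin-13 at 10 nM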
APJ antag – antagonists of human apelin receptor APJ, primary screen, CHO-K1 cells, beta-arrestin complementation, luminescence | P35414 | AID 2521, 2010 | 330,000 compounds, 0.32% hits | inhibition, % at 20 µM;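 active = inhibition above about 40% at 20 µM, limit read from the data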;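 note: cells challenged with 10 nM apelin-13 agonist together with compound; plate controls were apelin-13 plus DMSO wells for no effect and DMSO wells lacking apelin-13 for full effect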
CXCR6 inh – CXCR6 receptor inhibitors, primary screen, cell-based, beta-arrestin, luminescence, CHO-K1 PathHunter, 1536-well; C-X-C chemokine receptor type 6 (Homo sapiens), O00574; inhibition, % at 20 µM; 360,000 compounds, 0.36% hits; in the data active = inhibition above about 34%, passing the limit was not always enough;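 note: antagonist mode with CXCL16 agonist at 10 nM final; 0% = 10 nM CXCL16 with DMSO and 100% = unstimulated wells without agonist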
EBI2 block – EBI2 receptor antagonists, beta-arrestin recruitment, primary screen, cell-based, luminescence, 7a,25-OHC stimulation, uHTS. 7a,25-OHC stimulated. inhibition, % at 5 µM. 360,000 compounds, 0.81% hits. AID 651636, 2012; in the data active = inhibition above about 38%;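 note: enzyme fragment complementation signal reports receptor beta-arrestin coupling in cells; 0% = agonist plus DMSO wells and 100% = wells without agonist; some results beyond the cut were filed as inactive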
XBP1 UPR activ – activators of adaptive XBP1 UPR arm, primary screen, cell-based, CHO-XBP1 luciferase reporter, luminescence, uHTS; IRE1-XBP1 UPR activation; percent of tunicamycin response, DMSO as zero; activation, % at 20 µM; 330,000 compounds, 0.33% hits;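 active = versus positive control, 20 µM dose yields 30% or more activation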;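 note: 100% = tunicamycin at 10 µg/mL and 0% = DMSO only wells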
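assay system = CHO-XBP1 luciferase reporter cells | amount = 1000 cells/well | buffer or medium = F12 plus 10% FBS | compound dosing = single point, 20 µM final compound, 1% DMSO | incubation = 16-18 h cell attachment at 37 °C, then 6 h compound exposure | detection = Steady-Glo luminescence read | controls = tunicamycin 10 µg/mL and vehicle-only wells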
tim23-1 inh – growth inhibitors of tim23-1 mutant yeast, primary screen, luminescence, uHTS; 330,000 compounds, 1.3% hits; AID 463212, 2010; inhibition, % at 20 µM; S. cerevisiae tim23-1 growth, BacTiter-Glo luminescence, 24 h;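 active = growth inhibition of the mutant yeast at or above 50%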;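 note: temperature-sensitive mutant grown at 25 °C; plate controls were DMSO-treated mutant yeast for no effect and medium wells lacking yeast for full effect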
Mdm2 MdmX PPI – inhibitors of human Mdm2-MdmX association, primary screen, cell-based, luminescence, split luciferase, SaOS-2, uHTS | Protein Mdm4 (Homo sapiens) + E3 ubiquitin-protein ligase Mdm2 (Homo sapiens), … | SaOS-2 split-luciferase Mdm2/MdmX complementation | inhibition, % at 8 µM | 330,000 compounds, 3% hits;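 active = inhibition of at least 50% at 8 µM in the primary screen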
Target sequence (O15151 whole entry, looked up): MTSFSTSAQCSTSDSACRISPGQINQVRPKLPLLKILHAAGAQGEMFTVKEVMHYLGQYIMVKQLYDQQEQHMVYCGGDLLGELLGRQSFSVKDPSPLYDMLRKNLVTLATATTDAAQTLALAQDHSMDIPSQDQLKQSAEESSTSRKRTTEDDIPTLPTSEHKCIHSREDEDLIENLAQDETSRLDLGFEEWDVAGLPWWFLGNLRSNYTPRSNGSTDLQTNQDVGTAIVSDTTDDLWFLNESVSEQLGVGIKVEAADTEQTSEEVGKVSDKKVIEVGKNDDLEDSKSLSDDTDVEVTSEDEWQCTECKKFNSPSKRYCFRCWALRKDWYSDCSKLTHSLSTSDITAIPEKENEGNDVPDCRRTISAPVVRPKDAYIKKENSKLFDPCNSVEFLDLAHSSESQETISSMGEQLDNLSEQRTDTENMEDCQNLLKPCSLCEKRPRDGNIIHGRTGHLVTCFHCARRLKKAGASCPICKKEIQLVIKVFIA
Target sequence (Q00987 whole entry, looked up): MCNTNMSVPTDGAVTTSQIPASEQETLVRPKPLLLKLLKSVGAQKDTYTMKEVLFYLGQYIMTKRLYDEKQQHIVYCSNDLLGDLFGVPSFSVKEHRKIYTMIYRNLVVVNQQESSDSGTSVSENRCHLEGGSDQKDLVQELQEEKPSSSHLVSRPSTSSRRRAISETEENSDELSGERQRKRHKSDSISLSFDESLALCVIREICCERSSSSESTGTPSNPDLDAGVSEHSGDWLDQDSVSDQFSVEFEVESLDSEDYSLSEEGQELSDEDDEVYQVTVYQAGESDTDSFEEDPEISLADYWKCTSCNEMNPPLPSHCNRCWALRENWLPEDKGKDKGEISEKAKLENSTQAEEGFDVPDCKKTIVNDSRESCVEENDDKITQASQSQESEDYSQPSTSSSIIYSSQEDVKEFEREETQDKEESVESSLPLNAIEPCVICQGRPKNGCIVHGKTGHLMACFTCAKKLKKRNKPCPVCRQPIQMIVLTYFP
* marks the source's active call; other numbers are inactive results; nt = not tested or not shown. An excerpt; the hit share may differ from the screen's.

SMILES	UPR CHOP act	CCR6 antag	APJ agonist	APJ antag	CXCR6 inh	EBI2 block	XBP1 UPR activ	tim23-1 inh	Mdm2 MdmX PPI
Nc1ccc(-c2nc3cc(N)ccc3n2CCO)cc1	-1.7	13	-2	-21	5	-2	-1	18	6
O=C(NCCCN1CCOCC1)c1cccnc1SCc1ccccc1Cl	-0.2	2	0	-10	1	-1	-3	-2	6
COC(=O)c1ccc(CNC(=O)c2ccc(NS(=O)(=O)c3ccc4[nH]c(=O)[nH]c4c3)cc2)cc1	-1.9	4	-5	4	2	-2	-2	6	18
COc1cc(C2C(C#N)=C(C)NC3=C2C(=O)CC(C)(C)C3)ccc1O (stereo unspecified)	-5.0	-14	-3	13	-23	4	1	9	-24
COc1ccccc1N/C=C/c1onc(C)c1[N+](=O)[O-]	-6.7	29	-6	33	17	11	-5	12	30
COCCn1c(=O)[nH]c2cc(C(=O)N3CCN(c4ccccc4F)CC3)ccc2c1=O	2.2	14	0	2	6	1	1	-4	17
Cc1nn(CC(=O)Nc2sc3c(c2C#N)CCC(C(C)(C)C)C3)c(C)c1[N+](=O)[O-] (stereo unspecified)	-1.5	-13	-4	-8	-10	14	0	11	50
S=C(NCc1ccncc1)Nc1ccc(Cl)cc1	0.0	2	0	5	4	-11	-1	5	-11
NC(=O)NCCc1ccccc1	-1.4	2	7	25	-1	-5	4	16	16
Cc1csc(NC(=O)CNS(=O)(=O)c2cccs2)n1	-1.6	-8	-2	10	9	10	0	3	1
Cn1cc(Br)c(C(=O)N/N=C/c2cc3c(cc2Cl)OCO3)n1	5.0	17	0	6	0	1	3	8	-38
O=S(=O)(Nc1ccc(N2CCOCC2)cc1)c1cccs1	0.1	-2	2	7	0	-13	-2	2	-22
O=S(=O)(c1ccc(Cl)cc1)N1CCN(c2ccccn2)CC1	2.8	13	-2	3	-4	-5	-2	26	-14
CN(CC(=O)NCc1ccccn1)S(=O)(=O)c1ccc(F)cc1	-0.3	1	-1	-12	-8	2	-1	3	14
C=CCc1ccccc1OCC(O)CN1CCN(c2ccc(OC)cc2)CC1 (stereo unspecified)	-1.9	-2	-4	-2	-10	3	0	14	-1
CCC1CCCCN1C(=O)c1ccc2c(c1)C(=O)N(c1ccc(C)cc1)C2=O (stereo unspecified)	-0.8	22	-3	11	-1	5	-5	16	24
CCOc1ccc(C(=O)Oc2ccc(NC(C)=O)cc2)cc1	-3.4	nt	-1	-13	nt	nt	-2	1	7
CN(Cc1ccccc1)S(=O)(=O)c1ccc(S(=O)(=O)N(Cc2ccc(F)cc2)C2CCCC2)cc1	1.7	-25	1	5	29	4	-2	-23	30
O=C(Nc1ccc(N2CCOCC2)cc1)C1CCN(S(=O)(=O)c2ccccc2F)CC1	-0.8	-6	0	11	6	-2	-4	5	-4
N#Cc1ccsc1NC(=O)COC(=O)c1cc(Br)ccc1O	6.7	10	-4	2	1	-2	1	-1	4
CC1CCCN(C(=O)c2nn(C)c3c2CSc2ccccc2-3)C1 (stereo unspecified)	3.8	8	-6	15	-3	10	3	25	-7
O=C(Cn1cnc2cc([N+](=O)[O-])ccc2c1=O)NC(c1ccccc1)c1ccccc1	0.1	-5	1	-15	-7	-9	1	-22	18
COCCN1C(=O)c2oc3ccccc3c(=O)c2C1c1ccc(C(=O)OC)cc1 (stereo unspecified)	-0.2	3	-3	9	4	-2	-4	8	0
COCCN(C(=O)C1CC(=O)N(Cc2ccccc2)C1)c1nc(-c2ccc([N+](=O)[O-])cc2)cs1 (stereo unspecified)	2.0	5	2	-70	0	11	-2	23	4
COc1ccc(-c2cc(C(=O)OCC(=O)N3CCCCC3)c3ccccc3n2)cc1OC	5.7	5	-2	4	6	-15	5	19	17
N#CCSCC(=O)Nc1ccc(F)cc1	0.0	7	-6	18	2	-11	0	-6	3
O=C(NCC(=O)N(Cc1cccs1)C(C(=O)NC1CCCC1)c1ccco1)c1cccs1 (stereo unspecified)	-2.3	-4	-1	3	-5	-8	-2	9	0
COc1cc(NC(=O)Cc2ccc([N+](=O)[O-])cc2)c(C(=O)O)cc1OC	-0.7	-13	1	-7	-15	-1	-2	15	-2
O=C(O)CCSc1nc(C(F)(F)F)cc(=O)n1-c1ccccc1	0.3	-3	-3	-5	-9	-10	1	5	4
Cc1cc(C(=O)N/N=C/c2ccc([N+](=O)[O-])cc2)c(C)o1	0.4	2	0	-1	-4	8	-1	-5	-7
COc1ccc(CN2C(=O)c3ccccc3C(/C=N\OCc3ccc(C)cc3)C2=O)cc1 (stereo unspecified)	-0.7	-8	1	-28	-3	1	0	34	-6
COc1ccc(OC)c2[nH]c(=O)c(CCNC(=O)C(C)(C)C)cc12	-1.4	-9	-2	3	-7	-12	2	-10	18
Cn1c(N2CCN(C(c3ccccc3)c3ccccc3)CC2)nc2ccccc21	-2.5	13	-4	6	16	20	-6	27	17
COc1ccc(CNC(=O)CCC(=O)Nc2cccnc2)cc1	1.1	-13	-4	13	-1	-2	-3	9	3
COc1ccc(-n2nc(C(=O)NCC(=O)Nc3cccc(C)n3)c3ccccc3c2=O)cc1	0.3	0	5	7	6	-3	0	-1	23
CCOc1ccc(S(=O)(=O)n2nc(C)cc2C)c2ccccc12	-0.2	8	-1	9	-6	-2	-2	13	21
O=C(COc1ccc(C2SCCS2)cc1)Nc1ccc(Cl)cc1	1.7	3	2	18	-24	-3	-2	0	0
CCC(C)NCCCCOc1ccc(Br)cc1 (stereo unspecified)	-0.9	-1	-4	4	5	-10	0	10	20
O=C(CCS(=O)(=O)c1ccc2c(c1)NC(=O)CO2)NCc1ccccc1	-0.3	-5	6	-1	12	-14	-4	-1	7
CSc1nc(NCc2ccco2)c2sc3nc(C(C)C)c4c(c3c2n1)CC(C)(C)OC4	-0.8	-11	1	7	4	22	0	6	21

Some of these compounds in order of formula weight, descending.
SMILES	UPR CHOP act	CCR6 antag	APJ agonist	APJ antag	CXCR6 inh	EBI2 block	XBP1 UPR activ	tim23-1 inh	Mdm2 MdmX PPI
Cn1c(N2CCN(C(c3ccccc3)c3ccccc3)CC2)nc2ccccc21	-2.5	13	-4	6	16	20	-6	27	17
O=C(O)CCSc1nc(C(F)(F)F)cc(=O)n1-c1ccccc1	0.3	-3	-3	-5	-9	-10	1	5	4
COc1ccc(CNC(=O)CCC(=O)Nc2cccnc2)cc1	1.1	-13	-4	13	-1	-2	-3	9	3

Next section.
SMILES	UPR CHOP act	CCR6 antag	APJ agonist	APJ antag	CXCR6 inh	EBI2 block	XBP1 UPR activ	tim23-1 inh	Mdm2 MdmX PPI
COc1ccc(CCNC(=O)C2CCCN2C(=O)NC2CCCCC2)cc1OC (stereo unspecified)	-0.8	12	-6	-2	-5	3	0	-7	37
Cc1ccc(C2(CCNS(=O)(=O)c3ccc(C)cc3)CCOC(C(C)C)C2)cc1 (stereo unspecified)	0.3	-2	0	-10	13	16	-1	34	-2
O=C(Nc1nnc(S(=O)(=O)N2CCOCC2)s1)c1cccc(F)c1	3.5	-2	-2	7	2	3	3	-3	-33
COc1ccc(CC(=O)Nc2sc3c(c2C(N)=O)CCCC3)cc1OC	0.0	-3	0	-20	0	6	4	1	14
Cc1cccn2c(=O)c(/C=C(\C#N)C(=O)NC3CCS(=O)(=O)C3)c(Oc3ccccc3Cl)nc12 (stereo unspecified)	0.6	29	1	13	5	16	0	20	21
O=C(N=C1SC2CS(=O)(=O)CC2N1c1ccccc1)c1ccccc1 (stereo unspecified)	-1.3	7	-5	-1	4	8	-1	-9	7
CCn1ccnc1CN1CCc2c([nH]c3ccccc23)C1C(C)(C)C (stereo unspecified)	1.5	12	-3	23	10	9	-3	34	14
Cc1c(Nc2ncnc3c2cnn3-c2ccccc2)c(=O)n(-c2ccccc2)n1C	0.1	-9	-1	18	6	-24	3	-5	26
Nn1c(-c2ccc(F)cc2)nc2ccccc2c1=O	0.6	-9	-3	4	-1	8	0	15	18
Cc1ccc(/C=N/NC(=O)C[n+]2ccccc2)o1	-2.1	-10	4	-33	8	-5	0	6	11
C=CCc1cccc(/C=N/NC(=O)CNc2ccccc2)c1O	0.5	3	-2	-6	2	27	2	11	56*
CC1(C)Cc2c(sc(NC(=O)C(=O)N3CCN(CCO)CC3)c2C(N)=O)CO1	-0.5	2	-5	16	5	-8	-2	7	21
Cc1ccc(OCCC(=O)OCC(=O)Nc2cc(C)nn2-c2ccccc2)cc1	0.0	10	1	5	8	8	-2	9	22
CCCCN1C(N)=NC[C@@H]1C(C)O (stereo partly specified)	0.6	1	4	13	-1	-12	-2	16	2
COc1ccccc1NC(=O)COc1ccc(C(=O)OCC(=O)N2CCCC2=O)cc1OC	-0.9	-6	-7	1	0	-1	-1	6	25
N#CC(C#N)=C/C=C(\Nc1ccc(Cl)cc1)c1ccc(Cl)cc1	1.1	11	-4	8	7	6	-3	13	-8
Cc1cc(SCc2ccc(F)cc2)nc(=O)[nH]1	1.3	-13	0	-3	6	-10	-2	0	12
O=C(CNc1ccccc1)Nc1cccc2ccccc12	1.0	4	-4	9	-3	9	-2	25	-5
CC(C)(C)CC(C)(C)NC(=S)N1CCN(Cc2ccc3c(c2)OCO3)CC1	-1.2	4	-2	13	6	-6	-1	4	-5
O=C(CSc1ccc(-c2ccc3c(c2)OCO3)nn1)Nc1nccs1	2.9	-21	8	-11	-9	2	3	-10	89*
NS(=O)(=O)c1ccc(Nc2nc3ccccc3nc2NS(=O)(=O)c2cccc([N+](=O)[O-])c2)cc1	-1.5	28	-2	2	8	4	0	23	-11
C/C(=N\Nc1ccc([N+](=O)[O-])cc1[N+](=O)[O-])C(C)C(C)C (stereo unspecified)	0.0	15	4	-44	5	4	0	24	14
O=C(CC1C(=O)CCCC1=O)c1ccccc1	2.9	-6	-5	6	-2	-23	-1	19	23
CC(C)(C)c1cc[n+](C2=C([O-])c3ccccc3C(=O)/C2=N\S(=O)(=O)c2cccs2)cc1	5.3	-9	9	-26	-8	8	-8	21	50
CCCCCOc1ccc(NC(=O)C(=O)NCCC2=CCCCC2)cc1	0.2	-14	2	13	0	-12	0	2	26
CCCNC(=O)COc1coc(CN2CCN(C(=O)c3ccco3)CC2)cc1=O	2.3	-7	-6	-2	7	-1	2	7	26
